High-throughput results: PubChem BioAssay, Southern Research Specialized Biocontainment Screening Center
PhoP GFP inhibition – PhoP regulon inhibitors, Salmonella typhi PhoP promoter GFP reporter, confirmatory (AID 1850); Salmonella Typhi PhoP-promoter GFP reporter, fluorescence, 4 h; higher % means a stronger effect; one-dose inhibition, % at 50 µM; IC50 in µM for titrated hits; 310,000 tested, 0.33% active; in the data active = a potency from the dose series; inconclusive = inhibition mostly from about 25% at the one dose, without a potency; inactive = the rest, 99 in 100 with inhibition below about 19%;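 also: 0% = induced wells with vehicle and 100% = uninduced wells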
tuberculosis growth – growth inhibition of non-replicating M. tuberculosis (AID 488890) | 320,000 tested, 0.39% active | Mycobacterium tuberculosis non-replicating, growth inhibition; higher % means a stronger effect | inhibition, % at 25 µM; hits with a dose series show IC50 in µM; in the data active = a potency from the dose series; inconclusive = inhibition mostly from about 82% at the one dose, without a potency; inactive = the rest, 99 in 100 with inhibition below about 76%;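 also: plate controls were DMSO cells for no effect and high antibiotic wells for full effect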
VEEV TC-83 Vero – inhibitors of VEEV TC-83 cytopathic effect, confirmation, Vero cells (AID 588727). Vero cells, VEEV TC-83 cytopathic effect inhibition; higher % means a stronger effect. inhibition, % at 20 µM, or IC50 in µM where a hit was titrated. 350,000 tested, 0.13% active; in the data active = a potency from the dose series; inconclusive = inhibition mostly from about 14% at the one dose, without a potency; inactive = the rest, 99 in 100 with inhibition below about 12%; also: strong numbers were not always called active
influenza NS1A – H1N1 influenza NS1A inhibitors, functional cell based assay (AID 504329); NS1A functional cell-based assay, percent inhibition; higher % means a stronger effect; inhibition, % at 12.5 µM, or IC50 in µM where a hit was titrated; 340,000 tested, 0.3% active; in the data active = a potency from the dose series; inconclusive = inhibition above about 27% without an active follow-up result; also: strong numbers were not always called active
M. tuberculosis HTS – M. tuberculosis growth inhibition, HTS (AID 449762); M. tuberculosis H37Rv growth inhibition, 7H9 media; higher % means a stronger effect; one-dose inhibition, % at 25 µM; IC50 in µM for titrated hits; 330,000 tested, 0.59% active; in the data active = a potency from the dose series; inconclusive = inhibition above about 70% without an active follow-up result;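 also: bacterial growth assessed after seven days of incubation; strong numbers were not always called active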
VEEV TC-83 Vero 10K pilot screen – further read-out of VEEV TC-83 Vero, marked with its call; inhibition, %; measured here: 10K pilot screen inhibition
Starred values were filed as active, the others as inactive; i = inactive; ? = inconclusive; nt = no result given. Rows are unselected. Share with any hit: about 1.4%.

The first seven entries as a preview:
SMILES	PhoP GFP inhibition	tuberculosis growth	VEEV TC-83 Vero	influenza NS1A	M. tuberculosis HTS	others
COc1cccc(C=Nc2ccccc2C#N)c1O	-5%	-15%	i	-14%	-3%
O=C(O)COc1ccccc1/C=N/NC(=O)Cc1ccccc1	0%	-8%	0.9%	-3%	-1%
Cc1cccnc1NC(=O)C(C)Oc1ccccc1 (stereo not given)	-13%	5%	0.2%	5%	0%
N#Cc1ccccc1S(=O)(=O)N1CCN(C(=O)[C@@H]2CCCN2C(=O)c2cccs2)CC1	nt	3%	i	-10%	-4%
CCC1Oc2ccc(C)cc2N(CC(=O)N(Cc2ccc(C)o2)C2CCCC2)C1=O (stereo not given)	-8%	36%	6.6%	11%	3%
COc1ccc(CN(Cc2ccc(OC)cc2)S(=O)(=O)c2ccc(-n3cnnn3)c(C)c2)cc1	-8%	-12%	0.1%	5%	3%
Cc1ccc2c(c1)Cc1nc3ccccc3nc1-2	-4%	30%	4.5%	-7%	3%

Results, from the start:
SMILES	PhoP GFP inhibition	tuberculosis growth	VEEV TC-83 Vero	influenza NS1A	M. tuberculosis HTS	others
COc1cccc(C=Nc2ccccc2C#N)c1O	-5%	-15%	i	-14%	-3%
O=C(O)COc1ccccc1/C=N/NC(=O)Cc1ccccc1	0%	-8%	0.9%	-3%	-1%
Cc1cccnc1NC(=O)C(C)Oc1ccccc1 (stereo not given)	-13%	5%	0.2%	5%	0%
N#Cc1ccccc1S(=O)(=O)N1CCN(C(=O)[C@@H]2CCCN2C(=O)c2cccs2)CC1	nt	3%	i	-10%	-4%
CCC1Oc2ccc(C)cc2N(CC(=O)N(Cc2ccc(C)o2)C2CCCC2)C1=O (stereo not given)	-8%	36%	6.6%	11%	3%
COc1ccc(CN(Cc2ccc(OC)cc2)S(=O)(=O)c2ccc(-n3cnnn3)c(C)c2)cc1	-8%	-12%	0.1%	5%	3%
Cc1ccc2c(c1)Cc1nc3ccccc3nc1-2	-4%	30%	4.5%	-7%	3%
CC(C)CN1C(=S)SC(C)(C)C1n1oc(=O)n(-c2ccc(Cl)cc2)c1=O (stereo not given)	1%	16%	i	5%	-1%
O=C(NC(=S)Nc1cccc([N+](=O)[O-])c1)c1ccco1	-9%	27%	0.9%	-3%	3%
COc1ccc(CC(=O)NCc2nnc(SCC(=O)Nc3nccs3)n2C)cc1	-9%	-3%	0.4%	-4%	4%
Cc1ccc(NC(=O)CN(C)S(=O)(=O)c2cccs2)c(Br)c1	-5%	1%	5.7%	4%	-2%
CCN(CC(=O)Nc1sc2c(c1C#N)CCCC2)Cc1nc2ccccc2c(=O)[nH]1	9%	36%	7.1%	-6%	?
O=C(CCCCn1c(=O)c2ccccc2n(CC(=O)NC2CCCC2)c1=O)NC1CCCC1	-8%	11%	0.1%	-14%	0%
CN(CC(=O)Nc1cccc(F)c1)C(=O)c1cccnc1Sc1ccccc1Cl	3%	7%	2.5%	-3%	1%
CN1C(=O)CC(N2CCN(c3ccccc3)CC2)C1=O (stereo not given)	4%	19%	4.9%	9%	-1%
CN(CCOc1ccc(-c2ccn(S(=O)(=O)c3ccc(Cl)cc3)n2)cc1)c1ccccn1	-6%	38%	4.5%	0%	7%
O=C(Nc1ccncc1)c1ccccc1[N+](=O)[O-]	-16%	6%	1.2%	-13%	-3%
O=C(CSc1nc(C2CC2)nc2ccccc12)Nc1cccc(O)c1	3%	-13%	0.0%	5%	-1%
Cc1ccc(S(=O)(=O)NC(C)C(=O)Nc2cccc([N+](=O)[O-])c2)cc1 (stereo not given)	5%	13%	0.7%	1%	4%
Cc1ccc(C(NC(=O)N2CCOCC2)=C(Cl)Cl)cc1F	-3%	29%	i	-3%	1%
O=C1C2C3C=CC(c4ccccc4)(C2C(=O)N1c1cccc(Cl)c1)C1C(=O)N(c2cccc(Cl)c2)C(=O)C31 (stereo not given)	1%	-12%	5.1%	1%	1%
CCN(C(=O)c1cc2cc(OC)ccc2oc1=O)c1cccc(C)c1	-6%	-1%	1.6%	-32%	-9%
Cc1ccc(S(=O)(=O)/N=C(\CN2CCOCC2)N2CCCC2)cc1	0%	2%	i	0%	4%
Cc1ccc(CN2CCN(CC(=O)NCCCN3CCN(c4ccc(F)cc4)CC3)C2=O)cc1	-5%	23%	i	10%	0%
CC1(C)CC(=O)C=C(CN2C(=O)c3ccccc3C2=O)C1=O	nt	-4%	i	0%	-10%
CC1(C)N=C(N)NC(Nc2ccc(Br)cc2)=N1	39µM*	18%	1.5%	4%	-1%
COC(=O)/C=C/C(=O)NCc1ccco1	4%	19%	0.1%	5%	-6%	VEEV TC-83 Vero 10K pilot screen=1.3
NNC(=O)C1CC(O)CN1S(=O)(=O)c1ccc(Cl)cc1 (stereo not given)	8%	2%	1.1%	0%	-7%
O=C(COC(=O)Cc1ccccc1[N+](=O)[O-])NCc1ccccc1Cl	-6%	75%	0.5%	-4%	3%
CCCC(C(=O)NCCC(C)C)N(Cc1ccc(OC)cc1)C(=O)c1snc(C(N)=O)c1N (stereo not given)	-1%	36%	6.7%	-4%	-5%
CC1(C)CC(=O)C(CCC(=O)c2ccccc2)C(C)(C)N1 (stereo not given)	2%	0%	i	-4%	-13%
COc1ccc(-c2nc3n(c(=O)c2C#N)CCS3)c(OC)c1	7%	-14%	0.3%	15%	-1%
COc1ccccc1NC(=O)CSCC(=O)N1c2ccccc2CCc2ccccc21	-1%	27%	0.9%	-7%	4%
O=C(Oc1ccc2c(c1)OCO2)C12CC3CC(CC(C3)C1)C2	-6%	45%	0.8%	2%	6%
CC(=O)Nc1ccc(NC(=O)CSc2nnc(-c3ccco3)o2)cc1	3%	-9%	1.0%	-2%	1%
COc1cc2c(cc1OC)CN(CCC(=O)c1ccc(Br)cc1)CC2	1%	6µM*	i	1%	12µM*
Cc1ccc(C(=O)N2CCN(c3ccccn3)CC2)cc1	5%	10%	1.2%	0%	-13%
O=C(COc1ncnc2ccccc12)NCCc1ccccc1	2%	4%	1.2%	11%	1%
COC(=O)C1=C(NC(=O)c2cccc(OC)c2)CCS1	-1%	9%	1.2%	-3%	-2%
CCn1ncc(Br)c1C(=O)Nc1ccccc1C(F)(F)F	4%	17%	0.9%	-19%	-2%
Cc1cc2c(=O)n(C)c(SCC(=O)Nc3ccc(F)cc3)nc2s1	nt	nt	1.4%	-4%	nt
COc1ccccc1NCCC(=O)OCC(=O)NC1CCCC(C)C1C (stereo not given)	-3%	35%	i	-1%	-2%
CC1=C(C(=O)Nc2ccccc2C(=O)NCCCOC(C)C)SCCO1	2%	-4%	i	5%	-3%
CCOc1ccc(NC(=O)CN(C)C(=O)c2cc(C)nc3ccccc23)cc1OCC	nt	22%	0.8%	-3%	2%
COCCCNCCOCCOc1ccc(C)cc1[N+](=O)[O-]	-4%	-2%	i	1%	-8%
CN(Cc1ccccc1)C(=O)COC(=O)c1cc(=O)[nH]c2ccccc12	nt	4%	i	-4%	-9%
CC1CC(=O)C2=C(C1)Nc1ccccc1N=C2 (stereo not given)	-4%	-5%	1.3%	0%	-10%
COc1ccc(NS(=O)(=O)c2cccc(C(=O)N/N=C(\C)c3ccncc3)c2)cc1	-15%	16%	0.3%	-5%	0%
CCOC(=O)Cc1nnc2c(Nc3ccccc3F)nc3nonc3n12	-4%	-4%	3.5%	-1%	-1%
Cc1ccc(C(=O)NCc2ccco2)cc1[N+](=O)[O-]	8%	23%	0.7%	2%	3%
CCOC(=O)C(Cc1ccccc1)C(=O)NCc1ccccc1 (stereo not given)	0%	11%	2.0%	4%	10%
COc1ccc(CCNC(=O)Cn2c(=O)[nH]c3ccsc3c2=O)cc1OC	12%	-5%	1.8%	0%	10%
CCOc1ccc(-c2nc(CSCC(=O)N3CCN(C(=O)c4ccco4)CC3)c(C)o2)cc1	-9%	10%	i	-1%	-1%
COCCN(Cc1nc2ccccc2c(=O)[nH]1)C(=O)COc1cccc(C(C)=O)c1	nt	15%	2.4%	-10%	-7%
Cn1c(=O)c2ncn(CC(=O)Nc3ccc(N4CCOCC4)cc3)c2n(C)c1=O	0%	nt	0.8%	-3%	nt
C[C@H](CO)N1C[C@H](C)[C@@H](CN(C)C(=O)Nc2ccc3c(c2)OCO3)Oc2c(NC(=O)Nc3ccccc3)cccc2C1=O	nt	26%	8.9%	-3%	8%
Cc1cccn2c(=O)c3cc(C(=O)N4COCC4(C)C)n(Cc4ccccc4)c3nc12	4%	3%	0.2%	-8%	4%
CC1(C)Cc2nc3oc4c(NCCCN5CCOCC5)ncnc4c3cc2CO1	-4%	-16%	1.3%	-18%	0%
O=C1CCC(C(=O)N2CCN(c3ccccc3)CC2)CN1CC1CCCCC1 (stereo not given)	-6%	-8%	1.4%	-1%	5%
COc1ccc(-n2cc(CNCc3cccnc3)c(-c3cccc(F)c3)n2)cc1	4%	39%	6.0%	1%	42%
Next section.
SMILES	PhoP GFP inhibition	tuberculosis growth	VEEV TC-83 Vero	influenza NS1A	M. tuberculosis HTS	others
COc1ccc(-c2cc3cc(F)ccc3cn2)cc1	nt	nt	0.5%	-13%	14%
CCOC(=O)N1CCN(S(=O)(=O)N2CCCC(C(=O)NCc3cccc(OC)c3)C2)CC1 (stereo not given)	8%	1%	i	14%	1%
CC(C)CC(Nc1ncnc2scc(-c3ccccc3)c12)C(=O)O (stereo not given)	-4%	0%	1.0%	0%	-2%
Cc1ccc(S(=O)(=O)/C(C#N)=C/c2c(N3CC(C)OC(C)C3)nc3ccccn3c2=O)cc1 (stereo not given)	-13%	24%	3.1%	0%	4%
O=S(=O)(Nc1ncccn1)c1ccc(NC(=S)NCc2cccnc2)cc1	-5%	27%	1.9%	-15%	-6%
COc1ccc2oc3ccccc3c(=O)c2c1	3%	-24%	i	-11%	1%
O=C(c1cccnc1)C1CCCN(Cc2nc(Cc3ccccc3)no2)C1 (stereo not given)	6%	3%	i	8%	8%
CCCCN(C(=O)Nc1ccc(OCC)cc1)C1CCN(C(C)=O)CC1	-7%	44%	0.1%	1%	49%
COc1ccc(CCN2CC(C(=O)NCc3ccco3)CC2=O)cc1OC (stereo not given)	-21%	17%	i	-4%	-2%
Cc1cccc(Nc2nc(N)c([N+](=O)[O-])c(N3CCCC(C)C3)n2)c1 (stereo not given)	-4%	28%	5.4%	7%	10%
Cc1nc(Nc2ccc(S(=O)(=O)N3CCCC3)cc2)c2nnn(Cc3ccccc3)c2n1	-1%	-7%	0.0%	10%	9%
Cc1cc(NC(=O)c2cccc(COc3ccc(Br)cc3)c2)no1	-4%	nt	1.2%	-4%	-3%
COc1ccc(NC(=O)CSc2nc(C)cc(C(F)(F)F)n2)cc1	-8%	11%	2.7%	-2%	-1%
O=C(O)COc1ccc(NC(=O)C(c2ccccc2)c2ccccc2)cc1	2%	13%	i	-3%	4%
O=C(O)c1ccc(NS(=O)(=O)c2cccc(C(=O)Nc3ccc(Br)cc3)c2)cc1	-2%	-5%	0.1%	-87%	5%
COc1ccc(NC(=O)c2nc(SC)ncc2Cl)cc1	15%	-1%	0.5%	10%	-1%

A run of entries of the results above:
SMILES	PhoP GFP inhibition	tuberculosis growth	VEEV TC-83 Vero	influenza NS1A	M. tuberculosis HTS	others
Cc1nc(Nc2ccc(S(=O)(=O)N3CCCC3)cc2)c2nnn(Cc3ccccc3)c2n1	-1%	-7%	0.0%	10%	9%
Cc1cc(NC(=O)c2cccc(COc3ccc(Br)cc3)c2)no1	-4%	nt	1.2%	-4%	-3%
COc1ccc(NC(=O)CSc2nc(C)cc(C(F)(F)F)n2)cc1	-8%	11%	2.7%	-2%	-1%
